ASAP1 inh – inhibitors of human ASAP1 ArfGAP activity, primary screen, biochemical, fluorescence polarization | Arf-GAP with SH3 domain, ANK repeat and PH domain-containing protein 1 (Homo sapiens), … | ASAP1-stimulated ARF1 GTP hydrolysis, GDP FP detection | inhibition, % at 16.5 µM | 360,000 compounds, 0.19% hits | AID 624377, 2012; in the data active means inhibition above about 25%;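 further: 0% = vehicle with enzyme and substrate and 100% = no enzyme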
UHRF1 MBD2 ctr – UHRF1 methylated DNA binding inhibitors, primary screen, counter-screen for MBD2 inhibitor project, biochemical, TR-FRET, human UHRF1, single concentration | E3 ubiquitin-protein ligase UHRF1 (Homo sapiens), Q96T88 | UHRF1 binding to methylated oligo | inhibition, % at 4.4 µM | 370,000 compounds, 0.75% hits | AID 687016, 2013; in the data active means inhibition above about 21%;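 further: UHRF1 SRA domain binding a hemimethylated CpG hairpin DNA probe; 0% = median of test compound wells and 100% = reference inhibitor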
DDE Tn7 FP inh – inhibitors of Tn7 peptide binding to fibrin DD(E), primary screen, biochemical, fluorescence polarization, human fibrin, Tn7 probe; FP displacement of FITC-Tn7 peptide from fibrin DD(E); 0% = median of compound wells per plate; inhibition, % at 8.3 µM; 370,000 compounds, 0.13% hits; AID 720508, 2013;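 active means inhibition above the mean of compounds falling within the control limits plus 3 SD of them, cut at about 14% in these data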;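 further: 0% = plate median of compound wells and 100% = 10 µM Aha-Tn7 peptide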
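Assay system: human fibrin DD(E) protein / Input: 2 µM fibrin DD(E) / Benchmarks: high control of 10 µM Aha-Tn7 peptide / Measured by: fluorescence polarization of the labelled Tn7 tracer / Medium: Tris buffer with calcium and detergent, pH 7.8 / Timing: 10 min compound pre-incubation, 3 h probe incubation at room temperature / Repeats: one replicate per compound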
PLC-beta3 inh – human PLC-beta3 inhibitors, primary screen, biochemical, fluorescence; inhibition, % at 12.2 µM; 1-phosphatidylinositol 4,5-bisphosphate phosphodiesterase beta-3 (Homo sapiens), Q01970; Purified PLC-beta3, fluorogenic substrate; 370,000 compounds, 0.18% hits; in the data active means inhibition above about 11%;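 further: 0% = median of compound wells on plate and 100% = full blocker control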
MBD2 DNA inh – inhibitors of MBD2 binding to methylated DNA, primary screen, biochemical, TR-FRET, DNA-binding domain, human | MBD2 binding to methylated oligonucleotide | inhibition, % at 4.4 µM | 370,000 compounds, 0.31% hits | AID 686964, 2013; in the data active means inhibition above about 13%
Target sequence (Q9UBB5 whole entry, looked up, the tested form may be a part): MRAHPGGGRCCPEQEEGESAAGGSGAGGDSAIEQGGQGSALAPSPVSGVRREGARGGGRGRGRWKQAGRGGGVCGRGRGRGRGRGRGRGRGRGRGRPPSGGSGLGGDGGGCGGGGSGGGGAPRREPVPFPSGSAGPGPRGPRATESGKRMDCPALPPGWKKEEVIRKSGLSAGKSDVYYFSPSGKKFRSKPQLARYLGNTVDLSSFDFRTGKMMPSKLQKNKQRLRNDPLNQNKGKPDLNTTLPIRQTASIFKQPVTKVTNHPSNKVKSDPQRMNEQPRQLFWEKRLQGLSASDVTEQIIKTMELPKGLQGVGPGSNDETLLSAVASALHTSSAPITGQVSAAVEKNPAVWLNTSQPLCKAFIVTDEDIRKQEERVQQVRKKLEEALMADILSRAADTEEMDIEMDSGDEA
ARFGAP1 inh – inhibitors of rat ARFGAP1 GAP activity, primary screen, biochemical, fluorescence polarization, GDP tracer | ADP-ribosylation factor GTPase-activating protein 1 (Rattus norvegicus), Q62848 | Arfgap1-stimulated ARF1 GTP hydrolysis, GDP FP detection | inhibition, % at 16.5 µM | 360,000 compounds, 0.26% hits | AID 651572, 2012;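 active means inhibition above a per-plate limit, mean inhibition of low control wells plus 3 SD, cut at about 25% in these data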;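 further: 0% = DMSO wells with enzyme and 100% = wells lacking Arfgap1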
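Assay system: purified rat His6-Arfgap1 residues 1-136 (GAP domain); Reagent: human Δ17 ARF1 bound to GTP; Dosing: 16.5 µM single point, 1.26% DMSO; Times: GTP hydrolysis reaction 2 h at 25 °C; Signal: FP, GDP Alexa 633 tracer displaced from anti-GDP antibody, 620/688 nm; Measure: % inhibition from polarization.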
PLCg1 inh – PLC-gamma1 enzyme inhibitors, primary screen, biochemical, fluorescence, purified enzyme; inhibition, % at 12.2 µM; 370,000 compounds, 0.84% hits; fluorogenic substrate; 1-phosphatidylinositol 4,5-bisphosphate phosphodiesterase gamma-1 (Homo sapiens), P19174; in the data active means inhibition above about 9.5%
Tn6 DDE FP – inhibitors of Tn6 peptide binding to fibrin DD(E), primary screen, biochemical, fluorescence polarization, human fibrin, Tn6 probe. Fibrinogen beta chain (Homo sapiens), P02675. Fibrin DD(E) TRITC-Tn6 fluorescence polarization displacement. inhibition, % at 8.3 µM. 370,000 compounds, 0.21% hits. AID 720509, 2013;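 active means inhibition above a per-campaign cutoff: mean of compounds within control limits plus 3 SD, cut at about 15% in these data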;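 further: 0% = median of all compound wells on the plate and 100% = blocking peptide control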
ADAM17 inh – ADAM17 inhibitors, primary screen, biochemical, QFRET. 370,000 compounds, 0.83% hits. Disintegrin and metalloproteinase domain-containing protein 17 (Homo sapiens), P78536. inhibition, % at 6.95 µM. recombinant ADAM17, EDANS/DABCYL FRET peptide cleavage;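 active means inhibition above the mean of compounds lying between control limits plus 3 SD, set per campaign, cut at about 8.5% in these data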;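 further: 0% = DMSO-only wells as the low control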
proKLK7 act – proKLK7 zymogen activators, primary screen, biochemical, fluorescence intensity; Kallikrein-7 (Homo sapiens), P49862; purified proKLK7, EDANS-DABCYL substrate fluorescence; 100% is mature enzyme control, 0% vehicle; activation, % at 7 µM; 370,000 compounds, 0.9% hits; AID 652039, 2013;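 active means activation above the mean of all tested compounds plus 3 SD, computed per campaign excluding outliers beyond control limits, cut at about 13% in these data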
Target sequence (P49862 whole entry, looked up): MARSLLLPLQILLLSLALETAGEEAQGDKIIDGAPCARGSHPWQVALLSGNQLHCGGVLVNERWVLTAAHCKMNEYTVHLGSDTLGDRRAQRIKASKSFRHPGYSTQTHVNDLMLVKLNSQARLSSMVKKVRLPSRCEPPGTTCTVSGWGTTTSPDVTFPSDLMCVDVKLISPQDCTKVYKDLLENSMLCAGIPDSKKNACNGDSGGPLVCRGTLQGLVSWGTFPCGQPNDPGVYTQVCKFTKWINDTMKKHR
The depositor's hits bear a star.

SMILES | ASAP1 inh | UHRF1 MBD2 ctr | DDE Tn7 FP inh | PLC-beta3 inh | MBD2 DNA inh | ARFGAP1 inh | PLCg1 inh | Tn6 DDE FP | ADAM17 inh | proKLK7 act
COc1ccc(S(=O)(=O)N2CCC(C(=O)NCCN3CCOCC3)CC2)cc1C | -4 | 2 | 4 | 3 | -3 | 1 | 5 | -5 | 2 | 0.9
CS(=O)(=O)Nc1ccc(-c2nnc3n2CCCCC3)cc1 | -14 | -3 | 4 | -4 | -5 | -9 | 1 | -1 | -2 | 0.1
O=C(NCc1ccc2c(c1)OCO2)C1CCCN(S(=O)(=O)c2cccc3nonc23)C1 (stereo unspecified) | -13 | 4 | -4 | -1 | 4 | -4 | -1 | -4 | -3 | -0.2
Cc1ccc2c(c1)N(C(C)C(=O)NCCc1ccccc1)C(=O)CO2 (stereo unspecified) | -16 | 0 | -9 | 0 | -1 | -6 | 0 | -7 | -4 | 0.3
C#CCSc1nnc(-c2c[nH]c3ccccc23)n1C | 6 | -3 | -11 | 5 | 0 | -3 | 2 | -1 | 2 | 0.5
CCOC(=O)C1CCN(C(=O)c2cccnc2Cl)CC1 | 9 | 8 | 0 | -2 | 2 | -2 | 0 | -4 | -4 | 0.3
COC(=O)c1ccc(CN(C)S(=O)(=O)c2cccs2)cc1 | 8 | -1 | -1 | 1 | -1 | -3 | -1 | -2 | -2 | 0.2
CCOC(=O)CCC(NC(=O)CCC(=O)NC(CCC(=O)OCC)C(=O)OCC)C(=O)OCC (stereo unspecified) | 7 | 3 | 3 | 1 | 4 | 10 | 3 | -1 | -3 | 0.7
C[C@@H]1CN([C@@H](C)CO)C(=O)c2cc(Br)cnc2O[C@H]1CN(C)C(=O)NC1CCCC1 | 6 | 0 | -4 | 0 | 4 | 10 | -1 | -5 | -2 | 0.2
COc1nc(OC)nc(Oc2ccc([N+](=O)[O-])cc2Cl)n1 | 2 | 0 | 3 | -16 | -1 | 4 | 1 | 4 | 0 | -0.2
COc1ccc(Cl)cc1NC(=O)CN(C)C(=O)C1COc2ccccc2O1 (stereo unspecified) | 5 | 2 | -6 | -1 | 0 | 2 | -2 | 6 | 2 | 0.8
Cc1cc(Cl)ccc1OC(C)C(=O)Nc1cnn(CCCC(=O)O)c1 (stereo unspecified) | -3 | 0 | 4 | -8 | 2 | 10 | 0 | 5 | -5 | -0.4
CCCN(CCC)CCNC(=O)c1cc2c(-c3ccc(Cl)cc3)nn(C)c2s1 | 7 | -7 | -6 | -101 | 12 | 28* | -68 | -1 | -131 | 3.5
N/C(=N\NC(=O)c1ccccc1)c1cc2ccccc2oc1=O | -13 | -4 | -7 | -16 | -3 | -7 | -11 | -3 | -9 | -0.7
COC(=O)C1=C(C)N(C)C(=NCc2cc(OC)c(OC)c(OC)c2)NC1c1cccc(F)c1 (stereo unspecified) | 2 | -1 | -5 | 3 | -3 | 14 | 2 | 5 | 0 | 0.0
Cn1c(CCNS(=O)(=O)c2ccccc2)nc2cc([N+](=O)[O-])ccc21 | 10 | -3 | -3 | -1 | -3 | -11 | 1 | -2 | -3 | 0.0
O=C1N[C@H](Cc2c[nH]c3ccccc23)COC(=O)[C@H](Cc2ccc(F)cc2)C/C=C\C[C@H]1CC(=O)N(CCO)Cc1ccccc1 | 2 | -6 | 0 | -1 | -4 | 5 | 2 | 0 | 7 | 0.5
C[C@H]1CN([C@@H](C)CO)C(=O)CCCn2cc(nn2)CO[C@@H]1CN(C)S(=O)(=O)c1ccc(C#N)cc1 | -21 | 1 | 3 | 4 | -2 | -5 | 5 | 0 | 2 | 0.2
COC(=O)[C@]12CCCCC=C1N(Cc1ccccc1)C(=O)[C@H](CC(=O)N1CCSCC1)C2 | 5 | 0 | 3 | 5 | 1 | 17 | 1 | -2 | -4 | 0.0
Cc1nn(C)c(Oc2cccc(C(F)(F)F)c2)c1C=O | 2 | 1 | -1 | -4 | 3 | -2 | -9 | -2 | -5 | -0.3
CCOC(=O)c1[nH]c2c(c1C)C(=O)CC(c1ccc(OCC)c(OC)c1)C2 (stereo unspecified) | 5 | 5 | -1 | 0 | 1 | 13 | 7 | -15 | -1 | -0.7
COc1ccc(Cn2nnnc2C(c2ccc(F)cc2)N2CCN(C3CCCC3)CC2)cc1 (stereo unspecified) | -5 | 1 | -3 | 0 | 2 | 0 | 2 | -3 | -5 | -0.5
O=C(Nc1ccc(OCC(=O)N2CCOCC2)cc1)c1ccccc1F | -8 | -3 | 0 | -4 | -2 | 4 | 3 | -5 | 1 | 0.1

Quoted at random: four compounds from above
SMILES | ASAP1 inh | UHRF1 MBD2 ctr | DDE Tn7 FP inh | PLC-beta3 inh | MBD2 DNA inh | ARFGAP1 inh | PLCg1 inh | Tn6 DDE FP | ADAM17 inh | proKLK7 act
O=C(Nc1ccc(OCC(=O)N2CCOCC2)cc1)c1ccccc1F | -8 | -3 | 0 | -4 | -2 | 4 | 3 | -5 | 1 | 0.1
Cn1c(CCNS(=O)(=O)c2ccccc2)nc2cc([N+](=O)[O-])ccc21 | 10 | -3 | -3 | -1 | -3 | -11 | 1 | -2 | -3 | 0.0
O=C1N[C@H](Cc2c[nH]c3ccccc23)COC(=O)[C@H](Cc2ccc(F)cc2)C/C=C\C[C@H]1CC(=O)N(CCO)Cc1ccccc1 | 2 | -6 | 0 | -1 | -4 | 5 | 2 | 0 | 7 | 0.5
C[C@H]1CN([C@@H](C)CO)C(=O)CCCn2cc(nn2)CO[C@@H]1CN(C)S(=O)(=O)c1ccc(C#N)cc1 | -21 | 1 | 3 | 4 | -2 | -5 | 5 | 0 | 2 | 0.2
